IEC-6 cytotox: kills IEC-6 intestinal cells in KLF5 counter-screen; IEC-6 cytotoxicity, luminescence viability; inhibition, % at 5 µM; actives 0.78% (n = 290,000); in the data active = inhibition above about 22%;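 note: 0% = plate median of test compound wells and 100% = cytotoxic reference compound wells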
MrgX1 antag: antagonists of human MrgX1 receptor; MRGX1-HEK293 calcium flux, Fluo-4, BAM8-22 antagonism; active compounds read low; B-score at 10 µM; Q96LB2; actives 1.3% (n = 310,000);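 active = calcium-response B-score plate-corrected more than 3 library SD below zero, starting fluorescence within 5 deviations, no agonist response on first addition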;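 note: peak minus trough fluorescence over baseline after final BAM8-22 challenge near maximal dose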
SKKanGAS inh: inhibitors of SKKanGAS S. pyogenes growth in kanamycin (SK-promoter or general growth effect); BacTiter-Glo, 6 h; inhibition, % at 7.5 µM; actives 1.3% (n = 300,000);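 active = mean replicate score, as percent of positive control median, at least 50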;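 note: strain carries kanamycin resistance gene driven by streptokinase promoter and grows in 40 µg/ml kanamycin; loss of luminescence reflects streptokinase promoter inhibition or plain growth inhibition; 0% = median of DMSO wells and 100% = positive control at its reference dose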
TRPC4 agonist: opens the mouse TRPC4 cation channel | Q9QUQ5 | HEK293 TRPC4beta/mu-opioid, Fluo4 calcium fluorescence; active compounds read high | B-score at 10 µM | actives 0.49% (n = 310,000) | AID 2237;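 active = B-score above 5 SD of library B-scores, and initial fluorescence ratio not above library mean plus 5 SD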;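 note: positive B-score marks a calcium rise read as TRPC4 activation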
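Incubation: 45 min room-temperature Fluo4 loading, 110 s read / System: HEK293 cells stably co-expressing mouse TRPC4beta and mu-opioid receptor / Signal: Fluo4 fluorescence, kinetic / Control set: buffer (low) and maximal DAMGO (high) / Measure: integrated baseline-normalised fluorescence ratio, converted to per-well B score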
HIF act: HIF pathway transcriptional activation. U2OS HRE-luciferase reporter, luminescence; normalized: DMSO 0%, desferrioxamine 100%. activation, % at 7.5 µM (by protocol). actives 0.32% (n = 300,000). AID 1910;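 active = mean activation of at least 10% of the iron chelator positive control signal, with at least half of replicates also reaching 10%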
TRPC4 inh: inhibitors of mouse TRPC4 channel; AID 2247; actives 0.39% (n = 300,000); HEK293 TRPC4beta/mu-opioid, DAMGO-evoked Fluo4 calcium flux; active compounds read low; Q9QUQ5; B-score at 10 µM;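 active = B-score over 3 SD under the library average, no early fluorescence shift, positive overall ratio signal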
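Material: HEK293 cells with stable TRPC4beta plus mu-opioid receptor expression; probe or stimulus: DAMGO in two steps, submaximal then maximal; technique: Fluo4 calcium fluorescence by kinetic imaging, 5 s 1 Hz baseline; measure: integrated fluorescence ratio relative to baseline, converted to per-well B score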
aSyn 5UTR inh: MLPCN primary screen, SNCA 5' untranslated region; alpha-synuclein 5'UTR reporter, inhibitor activity; inhibition, % (tested at 7.5 µM); actives 0.82% (n = 300,000); in the data active = inhibition above about 60%;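 note: H4 neuroglioblastoma cells stably carrying SNCA 5'UTR luciferase fusion; 0% = DMSO wells and 100% = positive control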
TRPC6 inh: blocks the mouse TRPC6 cation channel; B-score at 10 µM; HEK293-TRPC6, membrane potential dye, ACh-evoked depolarization; active compounds read low; Q61143; actives 1.1% (n = 310,000);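 active = B-score under library mean minus 3 SD, initial fluorescence not abnormally high, positive integrated signal ratio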;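 note: B-score derived from integrated fluorescence ratio over the kinetic read; more negative B-score means stronger inhibition of depolarization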
Target sequence (Q61143 whole entry, looked up): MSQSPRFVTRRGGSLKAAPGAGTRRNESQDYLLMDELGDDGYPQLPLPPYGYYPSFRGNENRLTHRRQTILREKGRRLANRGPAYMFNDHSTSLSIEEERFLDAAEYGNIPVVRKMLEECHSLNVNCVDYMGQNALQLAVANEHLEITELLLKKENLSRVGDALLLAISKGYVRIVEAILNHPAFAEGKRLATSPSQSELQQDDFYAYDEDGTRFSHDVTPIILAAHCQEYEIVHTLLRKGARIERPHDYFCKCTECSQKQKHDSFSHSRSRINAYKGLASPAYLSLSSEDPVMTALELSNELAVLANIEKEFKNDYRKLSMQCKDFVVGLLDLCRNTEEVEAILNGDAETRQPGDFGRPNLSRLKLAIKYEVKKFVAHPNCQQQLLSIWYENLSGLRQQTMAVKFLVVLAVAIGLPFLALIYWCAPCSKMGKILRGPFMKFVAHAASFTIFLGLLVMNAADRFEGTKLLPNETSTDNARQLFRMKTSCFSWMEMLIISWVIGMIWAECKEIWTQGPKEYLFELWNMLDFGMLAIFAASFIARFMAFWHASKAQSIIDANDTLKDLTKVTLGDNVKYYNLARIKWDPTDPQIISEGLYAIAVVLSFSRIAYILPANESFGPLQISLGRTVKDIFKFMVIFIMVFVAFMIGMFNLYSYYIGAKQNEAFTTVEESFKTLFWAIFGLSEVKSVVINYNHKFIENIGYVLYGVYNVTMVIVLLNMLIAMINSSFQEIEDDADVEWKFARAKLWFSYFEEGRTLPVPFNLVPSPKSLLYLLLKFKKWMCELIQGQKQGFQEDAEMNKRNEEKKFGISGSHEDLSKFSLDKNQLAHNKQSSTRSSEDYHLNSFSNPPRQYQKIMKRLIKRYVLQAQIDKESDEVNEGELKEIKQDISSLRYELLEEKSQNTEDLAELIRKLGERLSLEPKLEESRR
KLF5 inhibitor: inhibitors of KLF5 expression | DLD-1 KLF5 promoter-luciferase reporter, luminescence | inhibition, % at 5 µM | actives 0.23% (n = 290,000) | AID 1700;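 active = inhibition above a per-plate limit of that plate's mean compound inhibition plus 3 SD, cut at about 60% in these data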;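 note: 0% = DMSO wells and 100% = LY294002 at 200 µM; higher means less KLF5 promoter-driven luciferase light; inactives centre near -14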
TRPC4 PAM: TRPC4 (mouse) allosteric potentiation; Q9QUQ5; HEK293 TRPC4beta/mu-opioid, DAMGO EC20, Fluo-4 Ca2+ flux; active compounds read high; B-score at 10 µM; actives 0.42% (n = 310,000); AID 2227;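 active = B-score of calcium response area above 5 SD of library B-scores, with initial fluorescence ratio within 5 SD of library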;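 note: B-score of integrated fluorescence ratio over time as area under calcium response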
TRPC6 activator: activates the mouse TRPC6 cation channel; Q61143; HEK293-TRPC6 membrane potential dye fluorescence; active compounds read high; B-score at 10 µM; actives 0.13% (n = 310,000); AID 2550;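 active = B-score of the integrated fluorescence ratio above library mean plus 3 SD, and starting fluorescence ratio within library mean plus 5 SD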;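 note: higher score means more depolarization so channel activation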
* hit, by the source's call; i = inactive; nt = no result given; & = joins results of further samples.

SMILES	IEC-6 cytotox	MrgX1 antag	SKKanGAS inh	TRPC4 agonist	HIF act	TRPC4 inh	aSyn 5UTR inh	TRPC6 inh	KLF5 inhibitor	TRPC4 PAM	TRPC6 activator
Cn1c(SCC(=O)Nc2ccc3[nH]c(=O)[nH]c3c2)nnc1-c1ccc(F)cc1	-7	i	-5	i	-0.2	i	12	i	-34	i	i
O=C(CC12CC3CC(CC(C3)C1)C2)NCC(=O)N1CCc2ccccc2C1	1	i	-1	i	0.3	i	13	i	0	i	i
CCn1nnnc1Oc1ccc(Cl)cc1	-1	i	-15	i	-0.4	i	-5	i	-9	i	i
CCOC(=O)N1CCN(c2cc3[nH]c(=S)[nH]c3cc2F)CC1	-6	i	0	i	-0.1	i	6	i	-5	i	i
COC(=O)C1=CN(c2cccc(C(F)(F)F)c2)C=C(C(=O)OC)C1c1ccc(O)c(OC)c1	4	i	12	i	-5.1	i	9	i	-6	i	i
COc1ccc(CNC(=O)C2CCC(CNS(=O)(=O)c3cccc4nsnc34)CC2)cc1 (stereo not drawn)	-2	i	4	i	-0.6	i	-12	i	-30	i	i
CC(C)(C)SCCNS(=O)(=O)c1ccc(F)cc1	-1	i	3	i	-0.1	i	-9	i	-16	i	i
S=C(NC1CCCCC1)N1CCOCC1	3	i	15	i	0.5	i	9	i	-15	i	i
O=C(/C=C/c1cccs1)Nc1cccnc1	-7	i	2	i	4.4	i	-175	i	-46	i	i
C=CCN(CC=C)CCOc1ccccc1	8	i	-8	i	-0.2	i	2	i	3	12*	i
CCCc1ncc(CN2CCCCC2C(=O)Nc2ccc(Oc3ccccc3)nc2)cn1 (stereo not drawn)	4	i	1	i	0.2	i	-5	i	-18	i	i
COc1cccc(NC(=S)N(CCC(C)C)C(C)c2ccncc2)c1 (stereo not drawn)	5	i	-5	i	3.9	i	-15	i	11	i	i
CC(=O)Nc1cccc(Oc2ccc3c(c2)C(=O)NC3=O)c1	-7	i	-4	i	0.7	i	-24	i	-60	i	i
COc1ccc(S(=O)(=O)N2CCCCCC2)cc1	3	i	4	i	-0.2	i	24	i	-12	i	i
Cc1noc(C)c1COc1ccc(C(=O)OCC(=O)NC(=O)C2COc3ccccc3O2)cc1 (stereo not drawn)	0	nt	-5	i	0.4	i	11	i	-24	i	i
C/C(=N\Nc1cccc2cccnc12)c1ccc(N)cc1	8	i	7	i	1.4	i	-93	i	-32	i	i
Nc1cc(=O)[nH]c(SCC(=O)Nc2cccnc2Cl)n1	-2	i	3	i	-3.7	i	-16	i	-4	i	i
N#CCCCn1c(O)c(N=NC(=O)C(O)c2ccccc2)c2ccccc21 (stereo not drawn)	-2	i	-4	i	-0.5	i	13	i	0	i	i
O=C(COC(=O)Cc1ccccc1[N+](=O)[O-])NCc1ccc(Cl)cc1	1	i	-9	i	-0.5	i	13	i	-11	i	i
CCOc1ncccc1C(=O)Nc1ccc(Cl)cc1	5	i	5	i	0.4	i	-45	i	-35	i	i
Cc1cc(C)nc(SCC(=O)N(C)CC(=O)Nc2ccccc2Br)n1	nt	i	-2	i	-0.3	i	15	i	nt	i	i
CCc1cccc(CC)c1NC(=O)CN1CCc2cc(OC)c(OC)cc2C1	5	i	-5	i	-0.9	i	-1	i	-7	i	i
O=c1c(Cc2ccc(Cl)cc2Cl)c(O)ccn1CCCN1CCOCC1	0	i	7	i	-0.5	i	-5	i	-19	i	i
COC(=O)c1c(NC(=O)CSc2nnnn2-c2ccccc2)sc2c1CCCC2	1	i	1	i	0.3	i	-7	i	-11	i	i
NC(=O)c1cnn2c(C(F)(F)F)cc(-c3ccc(F)cc3)nc12	5	i	-8	i	-0.5	i	9	i	10	i	i
O=C(Nc1ccc(S(=O)(=O)Nc2nccs2)cc1)c1cnc(Cl)c(Cl)c1	4	i	-3	i	-0.3	i	5	i	-1	i	i
Cc1ccc(NCc2nnc(SCC(=O)N3CCCCC3)n2CC2CCCO2)c(C)c1 (stereo not drawn)	-7	i	-1	i	-0.5	i	25	i	4	i	i
O=C(COc1ccccc1)Nc1nonc1NC(=O)COc1ccccc1	5	i	-1	i	1.2	i	-62	i	-39	i	i
O=C(NCCC1CCCCN1S(=O)(=O)c1ccccc1)C(=O)NCC1CCCO1 (stereo not drawn)	nt	i	-7	i	-0.6	i	-1	i	nt	i	i
O=C(Nc1ccccc1N1CCCC1)c1ccc(Br)o1	-4	i	-10	i	-0.3	i	-61	i	-16	i	i
COc1cc2[nH]c3c(=O)n4c(nc3c2cc1OC)SCCC4	8	i	0	i	1.4	i	-97	i	-21	i	i
CCOC(=O)/C=C/CN(C(=O)OC(C)(C)C)S(=O)(=O)N1CC=CC1	nt	i	5	i	0.1	i	-9	i	nt	i	i
Brc1ccc(-c2csc(N/N=C/c3ccco3)n2)cc1	3	i	0	i	nt	i	nt	i	-7	i	i
CC(=O)c1ccc(S(=O)(=O)N(C)CCCC(=O)N(C)Cc2ccccc2F)cc1	2	i	3	i	-0.1	i	-1	i	15	i	i
C=CCN(C(=O)CNC(=O)c1ccco1)C(C(=O)NC1CCCCC1)c1ccccc1F (stereo not drawn)	-4	i	1	i	-0.4	i	-7	i	-17	i	i
O=C(NCc1ccco1)c1ccc(CS(=O)(=O)Cc2ccc(F)cc2)o1	-4	i	0	i	-0.3	i	0	i	-14	i	i
O=C(CSc1n[nH]c(-c2ccccc2O)n1)N1CCOCC1	-1	i	10	i	0.3	i	-70	i	-11	i	i
CCOC(=O)c1[nH]c2ccccc2c1NC(=O)CN1CCCCC1	5	i	-15	i	0.4	i	10	i	-8	i	i
Cc1ccc(S(=O)(=O)c2c(N)n(CCN3CCOCC3)c3nc4ccccc4nc23)cc1C	-2	i	15	i	0.3	i	23	i	-12	i	i
O=C(O)CSc1cnc2ccccc2n1	8	i	-7	i	0.0	i	7	i	0	i	i
Cc1ccc(-c2cc3nn(-c4ccccc4)c(N)c3c(=O)o2)cc1	-2	i	23	i	0.9	i	-96	i	-22	i	i
COc1ccc(OC)c(NC(=O)c2cc(S(=O)(=O)NCc3ccco3)ccc2F)c1	10	i	10	i	-0.1	i	11	i	-11	i	i
COc1ccc(-n2nnnc2SCC(=O)Nc2nnc(C)s2)cc1OC	3	i	-6	i	-0.6	i	-10	i	-17	i	i
CC1(C)CC2CC(C)(CN2C(=O)c2cc(-c3ccc(O)cc3)on2)C1 (stereo not drawn)	3	i	34	i	0.0	-6*	4	i	-4	i	i
C=CCNC(=O)COC(=O)c1ccc(Cl)c(S(N)(=O)=O)c1	5	i	-3	i	-0.6	i	7	i	-14	i	i
CSc1nc2cc(C)nn2c(-c2ccc(C(C)(C)C)cc2)c1C#N	4	i	-12	i	-0.3	i	11	i	-12	i	i
O=P(O)(O)CCP(=O)(c1ccccc1)c1ccccc1	3	i	0	i	-0.7	i	5	i	-30	i	i
Cc1[nH]c(=S)[nH]c(=O)c1CCC1OCCO1	-9	i	2	i	0.9	i	4	i	-18	i	i
CN1C(=O)/C(=C/c2ccc(-c3ccccc3[N+](=O)[O-])o2)SC1=Nc1ccc(Cl)c(C(=O)O)c1	-1	i	32	i	-12	i	-34	i	9	i	i
CCc1ccc(-c2cc(C)no2)cc1S(=O)(=O)NCCc1ccccc1	-4	i	-4	i	1.2	i	-27	i	-25	i	i
CCOC(=O)c1c(C)nc(C)c(C(=O)OCC)c1-c1ccc(OC)cc1	4&2	i	0	i	-1.5	i	-10	i	-13&-5	i	i
C#CC(C)(C)NC(=O)c1ccccc1OC	3	i	-2	i	1.6	i	1	i	-13	i	i
O=[N+]([O-])c1cc(/C=N/N2CCCCC2)ccc1Cl	-3	i	-6	i	3.4	i	-89	i	-4	i	i
Cc1cc(C(=O)Nn2c(C3CCCCC3)nc3ccccc3c2=O)ccc1[N+](=O)[O-]	-5	i	-19	i	0.0	i	18	i	-13	i	i

Grouped by structure, the entries above with an NH in an aromatic ring
SMILES	IEC-6 cytotox	MrgX1 antag	SKKanGAS inh	TRPC4 agonist	HIF act	TRPC4 inh	aSyn 5UTR inh	TRPC6 inh	KLF5 inhibitor	TRPC4 PAM	TRPC6 activator
Cn1c(SCC(=O)Nc2ccc3[nH]c(=O)[nH]c3c2)nnc1-c1ccc(F)cc1	-7	i	-5	i	-0.2	i	12	i	-34	i	i
CCOC(=O)N1CCN(c2cc3[nH]c(=S)[nH]c3cc2F)CC1	-6	i	0	i	-0.1	i	6	i	-5	i	i
Nc1cc(=O)[nH]c(SCC(=O)Nc2cccnc2Cl)n1	-2	i	3	i	-3.7	i	-16	i	-4	i	i
COc1cc2[nH]c3c(=O)n4c(nc3c2cc1OC)SCCC4	8	i	0	i	1.4	i	-97	i	-21	i	i
O=C(CSc1n[nH]c(-c2ccccc2O)n1)N1CCOCC1	-1	i	10	i	0.3	i	-70	i	-11	i	i
CCOC(=O)c1[nH]c2ccccc2c1NC(=O)CN1CCCCC1	5	i	-15	i	0.4	i	10	i	-8	i	i
Cc1[nH]c(=S)[nH]c(=O)c1CCC1OCCO1	-9	i	2	i	0.9	i	4	i	-18	i	i

Assay outcomes as filed in PubChem.
